High-throughput results: PubChem, several laboratories
ssDAF12 agonist: S. stercoralis DAF-12 nuclear receptor activators, primary screen, cell-based, luminescence, HEK293, GRIP1 co-expression, lit1-tk-luc | Nuclear hormone receptor DAF-12 (Strongyloides stercoralis) | HEK293 ssDAF-12/GRIP1 lit1-tk-luc reporter; % of 3 µM dafachronic acid response | activation, % at 6.8 µM | 370,000 tested, 1% active | AID 652126, 2013;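 active = activation above the mean over all tested compounds plus 3 SD, cut at about 0.9% in these data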;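 also: 0% = DMSO-only wells and 100% = 3 µM delta7-dafachronic acid wells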
GAA850 FXN act: FXN promoter activators, primary screen, cell-based, luciferase luminescence, HEK293 lucGAA850; activation, % at 6 µM; 360,000 tested, 0.56% active; HEK293 lucGAA850 FXN promoter luciferase reporter, 24 h; percent of 10 µM SAHA response; AID 540364, 2011;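 active = activation above the average of all compounds screened plus 3 SD, cutoff fixed separately per campaign, cut at about 7.5% in these data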;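 also: 0% = DMSO wells and 100% = 10 µM SAHA wells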
SMARCA2 activ: SMARCA2 (BRM) function activators, primary screen, cell-based, luminescence, high throughput; 370,000 tested, 1% active; MG213 cells, MMTV-luciferase reporter, dexamethasone, overnight; activation, % at 9.1 µM; in the data active = activation above about 7.8%;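 also: 0% = vehicle wells and 100% = reference activator wells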
DAX1 inh-1: DAX1 (NR0B1) inhibitors on StAR promoter, primary screen, cell-based, luminescence, SF-1 (NR5A1), full-length DAX-1; inhibition, % at 6.8 µM; AID 652010, 2013; 370,000 tested, 1.1% active; HEK293T StAR-luciferase reporter, SF-1/DAX-1 repression relief;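 active = inhibition above the mean over all tested compounds plus 3 SD, cut at about 3.6% in these data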;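 also: 0% = DAX-1 cells with DMSO and 100% = cells lacking DAX-1 with DMSO; higher inhibition means more luminescence from relief of DAX-1 repression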
GC-A act: GC-A stimulated cGMP production enhancers – HEK293 GC-A cells, cGMP TR-FRET, EC30 ANP, primary screen | AID 1671463, 2021 | 370,000 tested, 0.14% active | Atrial natriuretic peptide receptor 1 (Homo sapiens), P16066 | 0% at EC30 ANP, 100% saturating ANP | activation, % at 10 µM; in the data active = activation above about 40%
Target sequence (P16066 whole entry, looked up): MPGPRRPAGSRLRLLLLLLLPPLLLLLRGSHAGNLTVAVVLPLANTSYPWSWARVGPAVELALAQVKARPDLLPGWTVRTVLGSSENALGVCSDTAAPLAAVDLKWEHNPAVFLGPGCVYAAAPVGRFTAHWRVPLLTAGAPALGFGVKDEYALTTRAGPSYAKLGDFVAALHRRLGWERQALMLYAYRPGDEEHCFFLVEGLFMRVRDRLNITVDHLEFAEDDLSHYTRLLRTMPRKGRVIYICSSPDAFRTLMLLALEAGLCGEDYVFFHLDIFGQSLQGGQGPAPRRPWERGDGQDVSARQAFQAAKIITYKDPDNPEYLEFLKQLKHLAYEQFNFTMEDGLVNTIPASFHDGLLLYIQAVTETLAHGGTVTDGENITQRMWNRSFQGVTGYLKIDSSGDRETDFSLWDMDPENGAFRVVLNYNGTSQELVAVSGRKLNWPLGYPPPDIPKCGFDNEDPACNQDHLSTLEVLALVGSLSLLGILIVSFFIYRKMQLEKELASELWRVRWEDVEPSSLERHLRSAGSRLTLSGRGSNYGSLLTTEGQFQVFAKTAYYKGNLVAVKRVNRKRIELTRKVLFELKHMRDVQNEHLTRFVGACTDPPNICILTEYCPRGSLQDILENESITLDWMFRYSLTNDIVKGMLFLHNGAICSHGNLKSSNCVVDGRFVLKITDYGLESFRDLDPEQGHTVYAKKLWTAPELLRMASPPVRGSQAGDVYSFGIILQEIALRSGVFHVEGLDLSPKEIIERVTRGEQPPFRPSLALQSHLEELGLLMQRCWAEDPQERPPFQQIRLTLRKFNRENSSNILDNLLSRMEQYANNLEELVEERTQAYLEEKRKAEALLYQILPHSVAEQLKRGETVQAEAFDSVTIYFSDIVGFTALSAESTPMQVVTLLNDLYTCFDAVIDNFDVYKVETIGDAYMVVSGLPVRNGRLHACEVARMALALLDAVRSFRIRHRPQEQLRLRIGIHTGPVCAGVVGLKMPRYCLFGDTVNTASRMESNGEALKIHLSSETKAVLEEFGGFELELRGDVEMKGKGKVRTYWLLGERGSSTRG
hgDAF-12 ag: H. glycines DAF-12 receptor agonists, primary screen, cell-based, luminescence, HEK293, GAL4 fusion, UAS-luciferase; Nuclear hormone receptor DAF-12 (Heterodera glycines), GAL4 fusion; HEK293 GAL4-hgDAF12 UAS-luciferase reporter, agonist luminescence; normalized to butyrate control; activation, % at 6.8 µM; 370,000 tested, 1.8% active;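 active = activation above a cutoff set at the mean of all screened compounds plus 3 SD, cut at about 10% in these data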;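 also: 0% = DMSO wells and 100% = sodium butyrate wells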
DAX1 inh-2: DAX1 (NR0B1) inhibitors, primary screen, cell-based, HEK293, Gal4-DAX1, luciferase luminescence; Nuclear receptor subfamily 0 group B member 1 (Homo sapiens), P51843; HEK293 Gal4-DAX1 luciferase reporter; inhibition, % at 6.75 µM; 340,000 tested, 0.99% active; AID 504766, 2011;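 active = inhibition above the mean over all tested compounds plus 3 SD, cut at about 4.2% in these data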;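 also: 0% = DAX1-transfected cells with DMSO and 100% = empty-vector control cells with DMSO; inhibition shows as a rise in luminescence from relieved DAX1 repression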
hcDAF12 agonist: H. contortus DAF-12 nuclear receptor activators, primary screen, cell-based, luminescence, HEK293, lit1-tk-luc reporter; HEK293 hcDAF-12 lit1-tk-luc reporter; 0% DMSO, 100% Δ7-dafachronic acid; activation, % at 6.8 µM; 370,000 tested, 1.4% active; AID 652067, 2013;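 active = activation above the mean of all tested compounds plus 3 SD, cut at about 5.5% in these data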;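 also: 100% = response to 3 µM Δ7-dafachronic acid high control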
KLK7 zymogen act: proKLK7 zymogen activators, primary screen, biochemical, fluorescence intensity; Kallikrein-7 (Homo sapiens), P49862; purified proKLK7, EDANS-DABCYL substrate fluorescence; 100% is mature enzyme control, 0% vehicle; 370,000 tested, 0.9% active; activation, % at 7 µM;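 active = activation above the mean of all tested compounds plus 3 SD, computed per campaign excluding outliers beyond control limits, cut at about 13% in these data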
sPLA2-III inh: human group III sPLA2 inhibitors, primary screen, biochemical, QFRET, BODIPY PC-A2 liposome substrate; Group 3 secretory phospholipase A2 (Homo sapiens), Q9NZ20; QFRET BODIPY PC-A2 liposome hydrolysis, fluorescence; inhibition, % at 12.2 µM; 370,000 tested, 0.56% active; AID 743126, 2013;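 active = inhibition above mean plus 3 SD of compounds lying within the high and low control bounds, cut at about 19% in these data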;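 also: 0% = median of test compound wells and 100% = no enzyme DMSO wells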
NPR2 activator: human GC-B receptor activators, primary screen, HEK293 GC-B cells, cGMP TR-FRET, EC30 CNP; Atrial natriuretic peptide receptor 2 (Homo sapiens), P20594; 0% at EC30 CNP, 100% saturating CNP; activation, % at 10 µM; 370,000 tested, 0.11% active; AID 1920062, 2024;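 active = activation at 10 µM reaching about 35% in either raw or pattern-adjusted values, limit read from the data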
An asterisk follows results filed as active; / = no result given.

#	compound	ssDAF12 agonist	GAA850 FXN act	SMARCA2 activ	DAX1 inh-1	GC-A act	hgDAF-12 ag	DAX1 inh-2	hcDAF12 agonist	KLK7 zymogen act	sPLA2-III inh	NPR2 activator
1	CN(CC(=O)Nc1cccc(F)c1)C(=O)C1CCN(C(=O)c2ccc(Cl)cc2)CC1	-0.3	-1.4	-1	0.2	0	2.5	0.7	-0.5	0.6	-3	3
2	Fc1cccc(Cc2c(-c3cccc(Br)c3)nc3ccc(Cl)cn23)c1	-0.1	/	3	1.8	1	4.8	/	0.6	-2.8	-30	2
3	O=C(COc1ccccc1[N+](=O)[O-])OC1CCS(=O)(=O)C1 (stereo not given)	-0.7	2.1	2	0.1	-1	1.9	0.2	-1.0	0.2	0	0
4	OCCOCCOCCn1c2ccccc2c2ccccc21	-0.8	-1.1	-2	0.4	2	0.1	-0.2	0.6	0.1	-7	-1
5	Cc1cccc(N2CCN(S(=O)(=O)c3c(C)nc4scc(C)n4c3=O)CC2)c1C	-0.9	0.9	-2	0.8	-4	-1.1	-1.6	1.0	-0.7	1	-1
6	O=[N+]([O-])c1cc(-c2ccc(C(=S)N3CCOCC3)o2)ccc1Cl	0.3	4.0	-2	0.5	6	0.8	0.7	5.3	-0.2	-5	2
7	COc1cc(C)ccc1S(=O)(=O)NC(=O)C1(C)CCN1C(=O)Cc1ccccc1Cl (stereo not given)	-1.3	1.5	1	-0.1	-3	0.7	/	-1.5	0.5	2	6
8	COc1ccc(COc2ccc(C3C(S(=O)(=O)c4ccccc4)CON3C)cc2OC)cc1 (stereo not given)	-1.3	-3.3	2	-0.7	3	-0.2	-0.5	-1.8	-0.6	-1	-1
9	CCOC(=O)C1=C(N)OC2=C(C(=O)CC(C)(C)C2)C1c1ccc(C)s1 (stereo not given)	-1.3	0.8	4	0.5	-15	2.9	0.3	0.8	0.4	2	0
10	COc1ccc(OC)c(CCNC(=O)c2ccc(CS(=O)Cc3cccc(Cl)c3)o2)c1 (stereo not given)	-2.2	0.2	-3	-0.8	-3	-3.5	-0.1	-1.1	-0.2	3	2
11	COc1ccc(N(C)C(=O)c2oc(=O)c3ccccc3c2-c2ccc(C)cc2)c(OC)c1	-1.4	0.9	-2	-0.2	-35	-3.0	-1.1	-2.4	0.6	1	-24
12	COCCn1c(C)cc(C2=NNC(=Nc3ccc(Cl)cc3Cl)SC2)c1C	-1.3	1.5	-3	0.0	-3	-0.5	1.7	-0.2	0.3	-2	4
13	CN1CCN(S(=O)(=O)c2ccc(N3CCN(c4ccccc4O)CC3)c([N+](=O)[O-])c2)CC1	-1.0	1.7	-1	-0.6	-4	-0.3	0.0	0.5	0.0	-17	-9
14	COC(=O)[C@]12C[C@H](CC(=O)NCc3ccc(C)o3)C(=O)N(Cc3cccc4ccccc34)C1=C[C@H](C(C)(C)C)O[C@@H]2C	-1.3	/	-5	-2.0	-8	-2.0	/	-3.0	1.1	-15	-4
15	Cc1cc([N+](=O)[O-])nn1CC(=O)Nc1nccs1	-0.9	-1.0	-2	0.5	4	1.9	-0.3	-0.2	0.0	-7	4
16	CCC1(O)c2ccccc2-c2ncccc21 (stereo not given)	-1.0	0.7	-1	0.1	-3	-0.6	0.5	1.2	-0.2	5	1
17	CCOC(=O)c1c(N)sc(C(=O)N2CCCCCC2)c1C	-1.0	2.3	0	-0.1	0	-2.0	0.4	-1.9	0.1	3	6
18	Cc1ccc(CSCC(=O)N(C)CC(=O)Nc2cccc(F)c2)cc1	-0.5	1.2	-1	-0.5	0	-1.6	2.1	-0.8	0.0	-1	0
19	O=c1oc2ccccc2c(O)c1Cc1cc(Cl)c2cccnc2c1O	-0.8	3.1	0	-0.2	2	-0.2	0.3	-0.8	0.0	-11	3
20	CCOc1ccccc1NC(=S)NCCc1ccccc1	-2.3	0.0	0	-0.9	2	-1.5	-1.3	0.2	0.4	15	2
21	COC(=O)Cc1nnn2c1[C@@H](C)[C@@H](c1ccccc1Br)OC[C@@H]2c1ccccc1	-0.9	/	-4	-0.6	-4	0.0	/	-1.3	0.6	-2	4
22	Cc1cc(C)nc(NC(=O)CCC2CCCC2)c1	-0.9	-1.9	-2	0.0	4	1.5	1.7	-0.6	-0.1	13	6
23	O=Nc1c(-c2cccc([N+](=O)[O-])c2)nc2ncccn12	-1.8	1.2	-3	-0.1	4	-0.3	/	-1.4	-0.2	-11	-3
24	Cc1ccc(C2Nc3ccccc3C(=O)N2CCN2CCNC2=O)cc1 (stereo not given)	0.4	1.0	-2	0.2	0	1.1	0.2	-0.8	39*	19*	-6
25	COCCCNC(=O)CCSc1ccc(Cl)cc1	-0.4	1.0	-9	-0.4	5	-1.1	2.1	-1.3	0.6	11	3
26	Cc1ccnc(NC(=O)COc2ccc(Cl)cc2)n1	-1.4	1.6	5	0.8	1	5.6	1.1	1.5	-0.1	1	-1
27	C[C@H](NC(=O)N1CCn2c1nc1ccccc12)C(=O)N1CCCCC1	-0.2	0.8	-3	0.2	-1	-0.8	-0.3	-1.3	-0.2	5	-3
28	COc1ccc(C)cc1NC(=O)C1CCCN(S(=O)(=O)c2ccc(-n3cnnn3)cc2)C1 (stereo not given)	-1.1	0.7	-3	-0.1	-3	-1.3	0.1	-1.1	0.3	-2	-4
29	Nc1nc(N)c2c(ccc3c2ccn3Cc2cccc([N+](=O)[O-])c2)n1	-2.6	/	-14	-5.3	10	-13	/	-1.1	0.4	1	0
30	CCOC(=O)C1(Cc2cccc(F)c2)CCN(Cc2cnc(C)s2)CC1	-1.5	0.4	1	-0.3	1	-0.7	1.2	-1.4	-0.6	-4	5
31	Cc1cccc(N2CCN(S(=O)(=O)c3c(C)[nH]c(C)c3C(=O)N3CCCC3)CC2C)c1 (stereo not given)	-1.6	0.0	0	-1.0	0	-2.0	0.5	0.0	0.2	0	1
32	CCCCn1cnc2c1c(=O)n(CC(=O)c1cc(C)n(C)c1C)c(=O)n2CC(C)C	-1.8	-0.6	0	-1.5	4	-1.9	0.2	0.0	0.6	3	3
33	O=C(Nc1ccc(Cl)cc1C(F)(F)F)c1ccc(Cl)cc1	-0.8	3.2	-5	-0.4	-8	4.5	0.2	-0.7	-0.5	2	-9
34	Cc1cc(C)nc(SCc2cc(=O)c(OC(=O)c3ccc(Br)o3)co2)n1	0.5	2.4	-2	0.8	4	-1.8	0.8	1.4	0.3	-8	3
35	O=C(CN1CCCCC1)N1CCN(S(=O)(=O)c2ccccc2)C1	-0.6	1.2	-1	0.0	-2	0.2	-0.5	-0.2	-0.7	1	3
36	NC(=O)c1c(NC(=O)c2cccnc2Cl)sc2c1CCCC2	-1.6	0.0	-1	0.0	1	-0.2	-0.6	-2.7	0.9	3	0
37	Cc1ccc(S(=O)(=O)N2C(=O)CCC2C(=O)Nc2ccc3c(c2)OCCO3)cc1 (stereo not given)	-0.1	-2.7	5	-1.0	-3	-0.6	1.2	-1.1	-0.3	-9	3
38	Cc1cc(C)c(S(=O)(=O)c2ccccc2C)c(OCCN(C)C)n1	-1.4	2.0	-2	-0.1	-6	0.7	2.6	0.7	-0.1	2	-1
39	O=S(=O)(c1ccc(Oc2ccc(Cl)cc2)nc1)N1CCOCC1	-1.6	1.9	-2	-0.7	9	-4.5	-0.6	-1.4	0.1	-5	-1
40	Cc1cccn2c(=O)c(C(=O)NC3CCCCC3C)c(O)nc12 (stereo not given)	-1.0	5.9	-1	4.0*	1	3.0	1.5	-1.3	0.2	-1	-2
41	Cc1ccccc1C(=O)NN1CCOCC1	-1.2	1.2	-2	0.6	2	-1.0	-0.2	0.9	-0.1	11	3
42	COc1ccc(Nc2cc(C(=O)NCc3ccco3)c3ccccc3n2)c(OC)c1	-0.7	0.0	-3	-1.5	7	0.1	-2.5	-1.4	-0.3	5	-3
43	Cc1ccc(OCCNC(=O)C(C)SCC(=O)Nc2ccc(F)cc2)cc1 (stereo not given)	-1.4	0.4	-2	-1.4	1	0.5	-0.1	-1.8	-0.5	7	-8
44	Cc1ccc(-n2nc(CC#N)c(C#N)c2N)cc1Cl	1.3*	3.2	2	0.0	-3	-0.9	0.1	4.5	0.2	-10	1
45	CN(C)C(=S)NC(=O)C12CC3(C)CC(C)(CC(C)(C3)C1)C2	-1.5	1.0	-2	0.5	3	0.8	/	-2.4	-0.1	5	1
46	COc1ccc(C(=O)NCC(C)NC(=O)c2ccc(OC)c(Br)c2)cc1Br (stereo not given)	-1.6	-2.3	-7	0.2	-11	-3.3	/	-1.0	0.5	-6	-22

Record cards, as listed above. Screens in order: ssDAF12 agonist | GAA850 FXN act | SMARCA2 activ | DAX1 inh-1 | GC-A act | hgDAF-12 ag | DAX1 inh-2 | hcDAF12 agonist | KLK7 zymogen act | sPLA2-III inh | NPR2 activator
`Cc1cc(C)nc(SCc2cc(=O)c(OC(=O)c3ccc(Br)o3)co2)n1` in the list: 0.5 | 2.4 | -2 | 0.8 | 4 | -1.8 | 0.8 | 1.4 | 0.3 | -8 | 3
`NC(=O)c1c(NC(=O)c2cccnc2Cl)sc2c1CCCC2` in the list: -1.6 | 0.0 | -1 | 0.0 | 1 | -0.2 | -0.6 | -2.7 | 0.9 | 3 | 0
`Cc1cc(C)c(S(=O)(=O)c2ccccc2C)c(OCCN(C)C)n1` in the list: -1.4 | 2.0 | -2 | -0.1 | -6 | 0.7 | 2.6 | 0.7 | -0.1 | 2 | -1
`Cc1cccn2c(=O)c(C(=O)NC3CCCCC3C)c(O)nc12` (stereo not given) in the list: -1.0 | 5.9 | -1 | 4.0* | 1 | 3.0 | 1.5 | -1.3 | 0.2 | -1 | -2
`Cc1cccc(N2CCN(S(=O)(=O)c3c(C)[nH]c(C)c3C(=O)N3CCCC3)CC2C)c1` (stereo not given) in the list: -1.6 | 0.0 | 0 | -1.0 | 0 | -2.0 | 0.5 | 0.0 | 0.2 | 0 | 1
